Source: PubChem (several laboratories)
MC4R ag barr: agonists of human melanocortin 4 receptor (MC4R) beta-arrestin. P32245. U2OS MC4R beta-arrestin complementation, luminescence; percent of melanotan II response, DMSO zero. activation, % at 8.9 µM. 360,000 compounds, 0.98% hits;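 active means activation above a per-plate cutoff, the mean activation of sample wells on that plate plus 3 SD, cut at about 8% in these data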
Target sequence (P32245 whole entry, looked up): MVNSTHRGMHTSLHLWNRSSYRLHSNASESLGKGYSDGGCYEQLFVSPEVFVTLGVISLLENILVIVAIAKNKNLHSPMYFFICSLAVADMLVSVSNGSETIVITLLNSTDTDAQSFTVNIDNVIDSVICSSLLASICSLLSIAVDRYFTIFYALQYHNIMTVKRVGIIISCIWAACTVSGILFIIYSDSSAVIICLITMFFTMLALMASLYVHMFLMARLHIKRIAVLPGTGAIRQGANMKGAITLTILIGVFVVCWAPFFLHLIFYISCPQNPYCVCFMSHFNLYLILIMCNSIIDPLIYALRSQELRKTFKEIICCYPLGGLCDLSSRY
MC4R antag cAMP: human MC4R antagonism in cAMP assay. P32245. MC4R-expressing cells, MTII-stimulated cAMP, LANCE TR-FRET. inhibition, % at 6.5 µM. 360,000 compounds, 0.48% hits;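 active means inhibition above its plate's cutoff, the mean of tested wells on that plate plus 3 SD, cut at about 29% in these data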;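 further: 0% = Melanotan II alone and 100% = Melanotan II plus saturating MCL0020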
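Material: U2OS-MC4R stable cell line | Reagent: Melanotan II challenge after compound preincubation | Doses: One concentration, 6.5 µM nominal | Incubation: 30-min compound preincubation, 1-h Melanotan II challenge, 1-h detection, room temperature | Signal: TR-FRET cAMP assay | Replicates: One well per compound, no replicates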
NOD2-RIPK2 inh: blocks binding of human NOD2 to RIPK2. O43353. CHO BLA complementation NOD2-RIPK2, CCF4 ratio. inhibition, % at 4.98 µM. 360,000 compounds, 0.38% hits; in the data active means inhibition above about 21%;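 further: 0% = vehicle only and 100% = reference blocker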
LRH-1 inv ag: NR5A2 inverse agonism in reporter assay; HEK293T StAR-luciferase reporter, LRH-1 transfected, 24 h; O00482; 360,000 compounds, 0.13% hits; AID 602396; inhibition, % at 3.6 µM;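 active means inhibition above the mean inhibition of all tested compounds plus 3 SD, cut at about 73% in these data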;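 further: 0% = DMSO wells and 100% = reporter-only cells lacking LRH-1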
SRC1 inh: inhibits human SRC1 coactivator | 360,000 compounds, 0.12% hits | inhibition, % at 3.6 µM | HEK293 GAL4-SRC1 luciferase reporter, luminescence | Q15788;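 active means inhibition above the campaign mean plus 3 SD, with each screening campaign given its own cutoff, cut at about 60% in these data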;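 further: 0% = DMSO treated cells and 100% = gossypol at 36 µM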
EBV LMP1 NFkB: Epstein-Barr LMP1 NF-kappaB reporter inhibition; LMP1-induced NF-kappaB luciferase reporter cells, luminescence; inhibition, % at 12.5 µM; 350,000 compounds, 0.69% hits; AID 504558; in the data active means inhibition above about 41%;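 further: 0% = neutral control wells and 100% = reference inhibitor control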
TLR9-MyD88 inh: inhibitors of human TLR9-MyD88 binding. CHO BLA complementation TLR9-MyD88, CCF4 FRET ratio. inhibition, % at 4.98 µM. 340,000 compounds, 0.21% hits;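 active means inhibition above the mean over all tested compounds plus 3 SD, cut at about 21% in these data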;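 further: 0% = DMSO only wells and 100% = clavulanate BLA inhibitor control wells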
SRC3 inh: inhibits human SRC3 coactivator; Q9Y6Q9; HEK293 GAL4-SRC3 luciferase reporter, luminescence; inhibition, % at 3.6 µM; 360,000 compounds, 0.17% hits;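 active means inhibition above a per-campaign cutoff, the mean of all compounds plus 3 SD, cut at about 60% in these data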;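 further: 0% = DMSO-treated cells and 100% = gossypol-treated cells at 36 µM; higher means less SRC3-driven luciferase light from the GAL4 reporter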
SRC2 inh: human SRC2 (NCOA2) inhibition; HEK293 GAL4-SRC2 luciferase reporter, luminescence; inhibition, % at 9 µM; 370,000 compounds, 0.17% hits;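 active means inhibition above the mean inhibition of all tested compounds plus 3 SD, set per campaign, cut at about 52% in these data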;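 further: 0% = DMSO treated cells and 100% = cells given Gossypol at 36 µM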
ABHD5-PLIN5 inh: ABHD5-PLIN5 protein interaction inhibition; inhibition, % at 4 µM; Q00G26+Q8WTS1; 360,000 compounds, 0.78% hits; Split G. princeps luciferase complementation, luminescence, 4 h;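 active means inhibition above the mean inhibition across every tested compound plus 3 SD, cut at about 22% in these data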;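 further: 0% = DMSO only wells and the 100% control is not disclosed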
NR2F2 inh: inhibitors of human COUP-TFII (NR2F2); HEK293T NGFI-A luciferase reporter, luminescence; inhibition, % at 8.6 µM; 370,000 compounds, 0.7% hits; AID 686940;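 active means inhibition above a per-plate cutoff, mean inhibition of test wells between control levels plus 3 SD, cut at about 38% in these data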;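 further: cells cotransfected with COUP-TFII expression vector driving the NGFI-A reporter; 0% = median of COUP-TF2 test wells and 100% = reporter-only cells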
Target sequence (P24468 whole entry, looked up): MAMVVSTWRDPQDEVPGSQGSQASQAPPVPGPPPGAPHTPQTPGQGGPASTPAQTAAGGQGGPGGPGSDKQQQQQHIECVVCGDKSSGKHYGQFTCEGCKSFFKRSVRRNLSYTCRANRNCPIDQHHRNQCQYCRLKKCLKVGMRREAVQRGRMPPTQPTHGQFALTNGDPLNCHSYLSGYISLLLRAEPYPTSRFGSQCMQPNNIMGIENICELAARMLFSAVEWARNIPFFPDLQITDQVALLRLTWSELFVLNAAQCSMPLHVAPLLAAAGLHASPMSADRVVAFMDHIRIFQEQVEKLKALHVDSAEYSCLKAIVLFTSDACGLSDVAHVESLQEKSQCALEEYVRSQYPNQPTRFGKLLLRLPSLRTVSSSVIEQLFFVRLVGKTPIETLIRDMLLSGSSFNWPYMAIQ
* = called active by the depositor; . = no result given. Only part of the results is shown; count on the stated rates, not on these rows.

MC4R ag barr | MC4R antag cAMP | NOD2-RIPK2 inh | LRH-1 inv ag | SRC1 inh | EBV LMP1 NFkB | TLR9-MyD88 inh | SRC3 inh | SRC2 inh | ABHD5-PLIN5 inh | NR2F2 inh | mol
1.0 | 1 | -1 | 8 | -9 | -3 | 3 | -12 | -28 | -15 | 11 | Cc1cc(NC(=O)CCC(=O)N(Cc2cccs2)C(C(=O)NC2CCCC2)c2ccccc2)no1 (stereo not given)
-1.5 | -2 | 6 | 17 | -11 | 0 | -2 | 8 | 14 | 0 | -9 | O=C(COC(=O)c1cc(=O)[nH]c2ccccc12)NCc1ccccc1Cl
-2.8 | 12 | 1 | -13 | -6 | 0 | -3 | -6 | 5 | -4 | 1 | O=C(c1ccccc1)N1CCN(C(=O)c2cc3ccccc3oc2=O)CC1
-2.0 | 3 | 1 | 6 | 4 | -4 | 2 | 12 | -8 | -5 | -4 | O=C1NC(=O)C(CCc2ccccc2)(c2ccccc2)N1 (stereo not given)
2.4 | -1 | 9 | 18 | -3 | 7 | 4 | 17 | 3 | -4 | 21 | CCCCSc1nc(N)c(C#N)c(-c2cccs2)c1C#N
-1.6 | -1 | -18 | 13 | 13 | 10 | -6 | -21 | -8 | -10 | -2 | CCOC(=O)[C@@H]1[C@H]2COc3ccccc3[C@@H]2N2C(=O)N(c3ccccc3)C(=O)[C@]12C
0.3 | 2 | -5 | 6 | 13 | . | . | -6 | -27 | -3 | 10 | COc1ccc(NC(=O)C2(C)CCN2CCOc2ccc(C)cc2)cc1OC (stereo not given)
-0.9 | 6 | -11 | 6 | -10 | -1 | 1 | -3 | 23 | -3 | -6 | Cc1ccc(C(=O)CSc2nnc(-c3ccco3)n2CC2CCCO2)cc1 (stereo not given)
-1.2 | 10 | -3 | -6 | -20 | -5 | -7 | -6 | 9 | 1 | 15 | COc1ccccc1NS(=O)(=O)c1cc(N/C(=N/S(=O)(=O)c2ccccc2)c2ccc(F)cc2)ccc1Cl
-3.3 | 1 | -10 | 2 | -2 | -8 | 1 | 3 | 21 | 2 | 0 | CCOC(=O)c1cccnc1NC(=O)c1ccncc1
-1.1 | -4 | 0 | 10 | 5 | 2 | -9 | 5 | -8 | 1 | 7 | COc1ccc(N(CC(=O)NCc2ccc(F)cc2)C(=O)Cn2nnc(-c3ccc(C)o3)n2)cc1OC
-1.1 | 6 | 2 | -20 | 4 | -1 | -6 | -3 | -34 | -3 | 1 | COc1ccccc1NC(=O)c1ccc2c(c1)N(CC(=O)NC(C)(C)C)C(=O)C(C)(C)O2
-0.7 | 3 | -7 | 8 | 8 | 4 | -10 | 14 | -20 | 4 | -3 | CNc1nnc(CSc2nc(C)cc(C)n2)s1
-1.0 | 7 | 1 | 13 | -11 | 4 | -5 | 4 | 0 | 5 | -1 | Cc1ccc2c(SCC(=O)NCc3ccco3)nc(-c3ccc(F)cc3)nc2c1
-1.4 | -4 | -1 | 15 | -67 | -4 | 5 | 8 | -11 | 5 | 17 | O=C(CSC1=NS(=O)(=O)c2cc(F)ccc2N1)Nc1cccc(F)c1
7.3 | 7 | 3 | 4 | -13 | 1 | 3 | -5 | 1 | 3 | 13 | CC(C)(C)CC(=O)Nc1ccccc1N1CCN(c2ccc(F)cc2)CC1
-0.5 | -2 | -2 | 0 | 6 | 12 | 0 | 14 | 5 | -1 | 19 | CC(C)[C@H](NC(=O)c1cccc(CN(Cc2ccccc2)C(=O)c2ccccc2)c1)C(=O)O
0.5 | -1 | 2 | -14 | -6 | -6 | 3 | 1 | -23 | 2 | -7 | O=C(Cc1cccc2ccccc12)OCn1nnc2ccccc2c1=O
-1.2 | 0 | -16 | 2 | 1 | -27 | 5 | 9 | 12 | -1 | 0 | CN(C)S(=O)(=O)c1ccc(Cl)c(NC(=O)CN2CCNC(=O)C2)c1
-1.6 | -2 | -7 | 9 | -1 | 7 | -4 | 9 | 9 | -4 | -2 | S=C(Nc1ccccc1)N(CCN1CCOCC1)Cc1cccc(Cl)c1
-0.3 | 8 | -8 | -160 | -99 | 6 | 2 | -118 | -78 | 4 | -43 | Cc1cc(C(=O)COC(=O)c2ccc(F)cc2)c(C)n1C
-1.4 | 5 | 0 | -10 | -24 | 4 | -1 | -13 | -9 | -3 | 20 | C/C=C/c1ccc(OCC(=O)Nc2cc(S(=O)(=O)N3CCOCC3)ccc2N2CCCC2)c(OC)c1
-1.1 | -5 | -9 | 14 | 1 | -3 | 6 | 0 | -5 | 3 | 2 | COC(=O)c1c(NC(=O)CN2CCN(C(=O)c3ccco3)CC2)c2cc(C)ccc2n1C
0.2 | 18 | -7 | -3 | 13 | 0 | 8 | 26 | 20 | 4 | 1 | COc1ccc2cc(C#N)c(Nc3cccc(F)c3)nc2c1
1.8 | 3 | -1 | 6 | 2 | 4 | -10 | -5 | 9 | 7 | 19 | Cn1nnnc1SCCNCc1cc(Cl)ccc1OCc1ccccc1
-1.1 | 7 | 1 | 13 | -14 | 1 | -7 | 0 | -11 | 1 | 0 | CC(C)NC(=O)Nc1cccc2c1O[C@H](CN(C)C(=O)NC1CCCCC1)[C@@H](C)CN([C@H](C)CO)C2=O
-0.1 | -4 | 2 | -9 | 2 | -3 | 2 | -10 | -5 | 0 | 11 | COc1cc(C(=O)OCC(=O)NC2CCCCC2)cc(OC)c1OC
-1.0 | -7 | 4 | -4 | -11 | -2 | -1 | -14 | -51 | -5 | -12 | COc1cccc(-c2cc(=O)c3cc(NC(C)=O)ccc3[nH]2)c1
-0.8 | 6 | -1 | -5 | -6 | -10 | -1 | 2 | -7 | 4 | -7 | O=C(Nc1ccc(F)cc1F)c1ccco1
-0.7 | 13 | -29 | -4 | -57 | 1 | -2 | -5 | 1 | -6 | 5 | O=S(=O)(Nc1ccc(Cc2ccncc2)cc1)c1cccs1

More records:
MC4R ag barr | MC4R antag cAMP | NOD2-RIPK2 inh | LRH-1 inv ag | SRC1 inh | EBV LMP1 NFkB | TLR9-MyD88 inh | SRC3 inh | SRC2 inh | ABHD5-PLIN5 inh | NR2F2 inh | mol
-1.3 | 3 | 8 | 5 | -5 | -15 | -3 | -3 | 4 | 0 | 8 | CN(c1ccccc1C(=O)Nc1ccc(S(=O)(=O)N2CCCC2)cc1)S(C)(=O)=O
1.8 | 7 | -8 | -2 | -2 | -5 | 0 | -10 | -12 | -3 | -9 | Cc1cc(Cl)ccc1NNC(=O)c1cccs1
0.7 | 8 | -16 | 5 | 16 | 1 | -11 | 8 | 15 | 8 | -12 | O=C(Cn1cnc2c(NCc3ccccc3)ncnc21)NCC1CCCO1 (stereo not given)
3.0 | 9 | 5 | -16 | -11 | -3 | -4 | 16 | 9 | -4 | -2 | COc1ccc(-n2nnc3c(=O)n(Cc4cc(C)ccc4C)cnc32)cc1
3.7 | -1 | -16 | -98 | -60 | -10 | 0 | -79 | -33 | -2 | -46 | Cc1ccc(-c2nnc(-c3ccc4c(c3)OCO4)o2)cc1
-1.3 | -5 | 1 | 25 | 9 | -1 | 3 | 9 | -29 | 1 | 3 | CCOc1cc(-c2cc(-c3ccc(NC(C)=O)cc3)nc(N)c2C#N)ccc1O
-3.1 | 6 | -3 | -12 | -3 | -6 | -14 | 4 | -4 | 5 | -25 | CC12COC3(C(=O)Nc4ccccc4)CC1CCC32C (stereo not given)
-0.1 | 8 | 9 | -1 | 7 | -2 | -3 | 7 | -8 | 2 | 14 | N/C(COc1ccccc1)=N\NS(=O)(=O)c1ccccc1
-2.9 | 5 | -12 | 11 | -17 | 0 | 6 | 11 | -12 | -3 | 13 | C/C(=N\NC(=O)c1ccncc1)c1cccnc1
1.0 | -9 | 7 | 11 | 2 | -11 | -7 | -14 | -30 | -3 | 15 | CC(C)(C)c1ccc(O)c(N=Cc2cc3c(cc2[N+](=O)[O-])OCO3)c1
-0.5 | 23 | -15 | 3 | 12 | -2 | -1 | 15 | 19 | 1 | -9 | COC(=O)c1c(NC(=O)COC(=O)CNC(=O)C2CCCCC2)sc(C)c1C
-0.6 | 5 | -5 | 14 | 0 | -6 | 1 | -15 | 6 | -1 | -14 | CCCN(C)C[C@H]1Oc2ncc(Br)cc2C(=O)N([C@@H](C)CO)C[C@@H]1C
-1.6 | 1 | 11 | -17 | -13 | -1 | -6 | 2 | -6 | 3 | -5 | CN1CCN(C(=O)/C(=C/c2ccc([N+](=O)[O-])cc2)NC(=O)c2ccccc2)CC1
1.5 | 2 | 2 | -7 | 11 | 5 | 1 | -21 | 29 | 2 | -2 | C[C@]12CCC(=O)CC1=CCC1C3CC=C(C#N)[C@@]3(C)CC[C@@]12O (stereo not given in full)
. | . | -3 | -4 | . | . | . | . | 1 | 2 | -10 | COC(=O)C1=CN(c2ccc(OC)cc2OC)C(N)=C(C#N)C1c1ccccc1F (stereo not given)
0.0 | 14 | 2 | -9 | -15 | 2 | -15 | 2 | -4 | -2 | -11 | CC(C)C(=O)c1cc2c(cc1NC(=O)c1cccs1)OCCO2
11* | 6 | 13 | 11 | 5 | 3 | 33* | 1 | 19 | -2 | 8 | O=Nc1c(O)n(Cc2cccc(C(F)(F)F)c2)c2ccccc12
-1.4 | -1 | -1 | 23 | -4 | -3 | 1 | 23 | -37 | -3 | -6 | Cc1ccccc1NC(C)C(=O)N/N=C/c1c[nH]c2ccccc12 (stereo not given)
-0.5 | 4 | 0 | 7 | -1 | 7 | -7 | 5 | 8 | -2 | 4 | CCSc1nc2ccccc2c(=O)n1OCC(=O)OC
0.5 | -7 | -1 | 28 | -8 | 1 | 9 | 11 | -23 | 1 | 15 | O=C(Nc1ccncc1)C1CCCN(S(=O)(=O)c2cccc3cccnc23)C1 (stereo not given)
0.8 | 6 | 0 | 17 | -13 | 6 | 0 | -9 | -24 | 2 | 2 | NS(=O)(=O)c1ccc(NC(=O)CSc2ccccc2)cc1
0.6 | 4 | 5 | -28 | -25 | 3 | -1 | 5 | -16 | 3 | 1 | CSc1nnc(Nc2ccccc2C)s1
-0.5 | 6 | 6 | -10 | 5 | 3 | 1 | -4 | 16 | 5 | 6 | O=C(CSc1ccc(-c2ccco2)nn1)Nc1ccccc1F
0.4 | 10 | -2 | 3 | -1 | 2 | 0 | 8 | -24 | 9 | -2 | CCOC(=O)CN1C(=O)C(=O)N(Cc2ccccc2)C1=O
1.3 | 3 | 6 | 1 | -1 | -7 | -4 | -1 | 4 | 3 | -19 | Cc1ccc2c(c1C)NC(=O)C21N2CCCC2C(C(=O)c2ccc3ccccc3c2)C12C(=O)Nc1ccccc12 (stereo not given)
-1.7 | 1 | -14 | 44 | -5 | -6 | -6 | -10 | 7 | -11 | -24 | O=C(Cc1ccc(S(=O)(=O)N2CCCC2)s1)Nc1cccc([N+](=O)[O-])c1
